Rab9 promoter act: activates the Rab9 promoter | AID 485297 | Potency, µM (titrated, usually from 9.22 µM), for the others: at the top dose activation, negative = inhibition, most hits filed as activators | hit rate 2.8% among 320,000 | Huh7 Rab9 promoter-luciferase reporter, luminescence, 24 h; note: potency is the fitted concentration of half-maximal effect; % of control where 0% means no effect; nearly all actives have a fitted effect of over 60% in size
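Cells were plated at 1500 per well in reduced-serum medium with 10% FBS and left 2 h. Compound in DMSO was then added for 24 h at 37 °C. Reporter signal was read by luminescence after 10 min with luciferase detection reagent.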
Giardia kill: kills Giardia lamblia | Giardia lamblia trophozoite viability | activity change, % at 7.66 µM, hits read low | hit rate 0.15% among 340,000; in the data active = activity change below about -80%; inconclusive = between about -30% and that limit;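 note: parasites exposed to compound for two days anaerobically before the ATP read; % is set by controls: 0 for no effect and ±100 for the full control effect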
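Trophozoite viability was measured as ATP-dependent luminescence, read 15-30 min after reagent addition. Before that, parasites at 100 cells/well were exposed to compounds for 48 h, anaerobically, at 37 deg C.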
uPA generation: cell surface uPA generation inhibition; cell surface uPA generation assay, qHTS; Potency, µM (doses to about 38.3 µM), inactives show at the highest dose activity change, negative = inhibition, most hits filed as inhibitors; hit rate 0.31% among 330,000; AID 540303; active = well fitted inhibition curve with a large enough effect; inconclusive = small, poorly fitted or top-dose-only effect; inactive = no such curve, though single readings can be large or run the other way; tested in mouse RAW 264.7 cells; note: potency is the fitted concentration of half-maximal effect; % is set by controls: 0 for no effect and ±100 for the full control effect; nearly all actives have a fitted effect of over 55% in size
VP16 counter: counter-screen for ROR gamma inhibitors: Gal4-VP16 reporter | Drosophila S2 Gal4-VP16 UAS-luciferase, luminescence, 20 h | Potency, µM (titrated, usually from 53.6 µM), inactives show top-dose activity, negative = inhibition, hits mostly inhibitors | hit rate 3.5% among 310,000;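 note: Gal4-VP16 expression switched on by copper sulfate through the metallothionein promoter; potency is the fitted concentration of half-maximal effect; % is set by controls: 0 for no effect and ±100 for the full control effect; nearly all actives have a fitted effect of over 50% in size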
KCNH2 3.1 inh: inhibitors of human KCNH2 3.1 potassium channel isoform; activity change, % (tested at about 1.8 µM); U2OS KCNH2 3.1, thallium flux FluxOr; stronger effect = lower value; AID 720553; hit rate 0.95% among 340,000;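 active = maximum activity change below -70%; inconclusive = maximum activity change from -70% to -50%; inactive = maximum activity change above -50%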;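 note: thallium influx rate constant from kinetic fluorescence after stimulation buffer; % is set by controls: 0 for no effect and ±100 for the full control effect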
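Thallium flux via FluxOr fluorescence (Red40 quencher, 45 min loading) in U2OS cells virally expressing the KCNH2 3.1 isoform (1.77 x 10^8 /mL virus, overnight at 37 C). Rate constants from 2-min kinetic reads post-stimulation, normalised to positive and negative controls.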
ELG1 genotox: induces genotoxicity in HEK293T cells with luciferase-tagged ELG1; HEK293T ELG1-luciferase reporter, luminescence, 16 h; Potency, µM (doses to about 46 µM), for inactives: top-dose activity change, positive = activation, usual class: activators; hit rate 1.3% among 330,000; AID 504466; note: potency is the fitted concentration of half-maximal effect; % of control where 0% means no effect; nearly all actives have a fitted effect of over 60% in size
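16 hr compound incubation (37 °C, 5% CO2) of HEK293T cells carrying luciferase-tagged ELG1; luciferase then measured by ONE-Glo luminescence after 30 min at RT.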
RORg inh: ROR gamma (mouse) transcription inhibition. P51450. Potency, µM (series often up to 53.6 µM), inactives show top-dose activity change, negative = inhibition, actives largely listed as inhibitors. Drosophila S2 Gal4-RORgamma UAS-luciferase reporter, 20 h. hit rate 5.4% among 310,000. AID 2551; note: potency is the fitted concentration of half-maximal effect; % is set by controls: 0 for no effect and ±100 for the full control effect; nearly all actives have a fitted effect of over 60% in size
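Drosophila Schneider cells stably carrying a metallothionein-driven Gal4 DBD–ROR gamma fusion and a UAS-Photinus luciferase reporter were exposed to compound for 1 hr, then induced with copper sulfate (700 uM final) for 20 hr at ambient temperature before luminescence reading.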
NPC1 promoter act: activators of NPC1 promoter; hit rate 2.4% among 320,000; Potency, µM (top dose mostly 9.22 µM), inactives show at the top dose activation, usual class: activators; Huh7 NPC1 promoter luciferase reporter, 24 h;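 note: potency is the fitted concentration of half-maximal effect; % of control where 0% means no effect; nearly all actives have a fitted effect of over 60% in size; reporter is driven by a mutant NPC1 promoter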
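Luminescence from an NPC1 promoter-driven luciferase reporter in stably transfected Huh7 cells was measured after 24 h compound treatment at 37 °C, followed by 10 min ambient incubation with luciferase detection reagent.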
Tb PFK block: blocks T. brucei phosphofructokinase. O15648. T. brucei PFK, ADP-Glo luminescence. Potency, µM (doses to about 57.5 µM), for inactives: top-dose activity, negative = inhibition, actives largely listed as inhibitors. hit rate 0.17% among 330,000;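 note: potency is the fitted concentration of half-maximal effect; 0% = uninhibited 1x PFK enzyme wells and -100% = no-enzyme wells; nearly all actives have a fitted effect of over 60% in size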
Target sequence (O15648 whole entry, looked up): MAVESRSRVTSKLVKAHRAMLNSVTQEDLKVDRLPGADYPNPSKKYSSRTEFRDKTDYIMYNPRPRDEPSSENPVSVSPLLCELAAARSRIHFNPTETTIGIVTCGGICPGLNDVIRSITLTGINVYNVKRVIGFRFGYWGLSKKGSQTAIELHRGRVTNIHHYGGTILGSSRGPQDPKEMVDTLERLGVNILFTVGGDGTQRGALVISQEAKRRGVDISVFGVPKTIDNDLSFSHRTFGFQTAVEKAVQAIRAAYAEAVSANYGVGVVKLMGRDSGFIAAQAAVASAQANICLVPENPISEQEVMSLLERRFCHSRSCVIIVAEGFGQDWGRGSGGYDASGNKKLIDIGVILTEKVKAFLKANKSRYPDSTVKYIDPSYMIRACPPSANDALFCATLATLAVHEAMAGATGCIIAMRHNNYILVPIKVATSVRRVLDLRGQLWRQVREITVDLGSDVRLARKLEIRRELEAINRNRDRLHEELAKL
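1.25 nM PFK with 0.5 mM F6P and 0.1 mM ATP in 0.1 M TEA pH 8.0, 5 mM MgCl2, incubated 45 min at room temperature; ADP measured by ADP-Glo luminescence; compounds titrated up to 57 uM.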
FLuc counter: counter-screen for miR-21 project: firefly luciferase inhibitors or activators; AID 588342; hit rate 6.9% among 360,000; P08659; Potency, µM (doses to about 57.5 µM), for inactives: top-dose activity change, negative = inhibition, actives largely listed as inhibitors; purified FLuc, Km substrates, luminescence inhibition;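 note: potency is the fitted concentration of half-maximal effect; plate controls were vehicle for no effect and reference inhibitor for full effect; nearly all actives have a fitted effect of over 55% in size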
Target sequence (P08659 whole entry, looked up): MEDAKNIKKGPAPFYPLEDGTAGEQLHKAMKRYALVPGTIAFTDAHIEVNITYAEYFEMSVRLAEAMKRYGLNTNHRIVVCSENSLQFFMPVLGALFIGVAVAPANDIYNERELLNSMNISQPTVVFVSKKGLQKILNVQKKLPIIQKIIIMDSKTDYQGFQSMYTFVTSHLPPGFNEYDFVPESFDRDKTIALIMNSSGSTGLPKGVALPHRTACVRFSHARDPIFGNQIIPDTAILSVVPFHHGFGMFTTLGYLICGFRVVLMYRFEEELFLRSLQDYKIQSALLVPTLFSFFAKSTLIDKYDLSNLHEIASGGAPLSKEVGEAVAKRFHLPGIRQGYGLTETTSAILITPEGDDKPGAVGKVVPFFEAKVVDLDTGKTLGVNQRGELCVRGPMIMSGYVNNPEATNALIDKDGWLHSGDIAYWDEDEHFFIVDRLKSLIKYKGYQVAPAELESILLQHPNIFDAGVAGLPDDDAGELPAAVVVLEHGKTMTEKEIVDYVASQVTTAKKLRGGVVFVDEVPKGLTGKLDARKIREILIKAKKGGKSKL
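Purified P. pyralis luciferase, 10 nM final, with Km-level 10 uM D-luciferin and 10 uM ATP in 50 mM Tris acetate pH 7.5, 10 mM Mg acetate, 0.01% Tween-20, 0.05% BSA; 6-point qHTS titration about 60 µM downward; luminescence read.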
Coupling enz: counter-screen for Giardia aldolase inhibitors: coupling enzyme system | coupling enzyme system counterscreen, AmpLite Red fluorescence | activity change, negative = inhibition, % at 58.2 µM, hits read low | hit rate 0.67% among 290,000; in the data active = activity change below about -30%; note: % is set by controls: 0 for no effect and ±100 for the full control effect
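Final compound at 57.5 uM, incubated 10 min at RT with coupling enzyme reagent (glyceraldehyde-3-phosphate), then 20 min with substrate and AmpLite Red detection. Fluorescence read at 525/598 nm; tests interference with the coupling assay, not aldolase inhibition.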
* marks the source's active call; other numbers are inactive results; u = inconclusive; x = no result given; [ ] = remark or other dose. Unless noted, calls come from the whole dose curve; as a rule, active = well fitted curve in the direction sought with a large enough effect; inconclusive = small, poorly fitted or top-dose-only effect, or another doubt; inactive = no such curve, though single readings can be large; an effect the other way counts as inactive or inconclusive.

SMILES	Rab9 promoter act	Giardia kill	uPA generation	VP16 counter	KCNH2 3.1 inh	ELG1 genotox	RORg inh	NPC1 promoter act	Tb PFK block	FLuc counter	Coupling enz
O=C(c1cccs1)c1no[n+]([O-])c1C(=O)c1cccs1	-40%[inhibitor]	35[activator]	-12%	11µM*	4	u	11µM*	-42%[inhibitor]	15%	-22%	-67*
CCCCn1nc(C(=O)N(CC(C)C)c2c(N)n(CCCC)c(=O)[nH]c2=O)c2ccccc2c1=O	-3%	-3	4%	x	9	-1%	x	0%	1%	0%	x
COc1ccccc1N1CCN(S(=O)(=O)CCNC(=O)c2cc(OC)c(OC)c(OC)c2)CC1	1%	22	13µM*	-2%	-17	-10%	0%	-7%	1%	0%	-1
Cc1ccc2c(c1)c1nnc(SCC(=O)N3CCCc4ccccc43)nc1n2CC(=O)O	3.5µM*	-8	0%	-4%	-14	u	21%	3.5µM*	-20%	6.7µM*	-2
O=C1CC(N2CCSCC2)C(=O)N1c1ccccc1 (stereo unspecified)	-4%	-4	7%	6%	6	0%	14%	-4%	1%	-1%	2
CCCCn1c(NC(=O)c2ccc(Br)o2)c(S(=O)(=O)c2ccccc2)c2nc3ccccc3nc21	-3%	-9	x	-11%	1	-16%	-21%	1%	1%	15%	-6
CCN(CCO)Cc1csc2ccc(Cl)cc12	-1%	-11	0%	0%	6	0%	1%	-1%	-16%	0%	-2
O=C(O)c1ccccc1C(=O)N1CCN(Cc2ccc3c(c2)OCO3)CC1	2%	2	13%	4%	8	0%	-15%	-5%	2%	-2%	3
Cc1cc(Cl)ccc1OC(C)C(=O)Nc1cnn(CCCC(=O)O)c1 (stereo unspecified)	0%	6	3%	2%	-22	2%	22%	-2%	-7%	-2%	x
CCN(CC)CCCNCC(=O)Nc1cc(C)on1	-10%	-26	-5%	2%	5	0%	-20%	-3%	-5%	0%	2
CCN1C(=O)[C@@H]2[C@@H](c3ccc(-c4ccc(OC)cc4)c(OC)c3)N3CCCC[C@@]3(C(=O)OC)[C@@H]2C1=O	-3%	-18	12%	x	-4	-8%	x	-3%	8%	2%	x
O=C(c1cc(-c2cccc(O)c2)on1)N1CCCC1	u	5	-1%	-12%	-188*	7.3µM*	7%	u	0%	6µM*	-1
CCCCN(CCCNc1ncnc2nc[nH]c12)c1ccccc1	-1%	-8	-2%	-24%	-21	-5%	42%	-3%	-1%	-3%	-5
CCc1nnc(NC(=O)[C@@H](NC(=O)c2cccc(S(=O)(=O)N3CCOCC3)c2)C(C)C)s1	-6%	-7	0%	3%	-6	1%	19%	-5%	0%	-1%	2
CC(/C=N/NC(=O)c1cc(-c2ccccc2)nc2ccccc12)=C\c1ccco1	-16%	-25	-13%	6%	7	x	-11%	-24%	1%	u	-10
CCCN(CC(=O)Nc1ccccc1C)C(=O)CCCNC(=O)c1ccc(Cl)cc1	-3%	-10	1%	x	-12	1%	x	-2%	-2%	12%	x
CCOC(=O)N1CCN(C(=O)c2cccc(N3C(=O)NC4CC3(C)Oc3ccc(Cl)cc34)c2)CC1 (stereo unspecified)	-11%	6	-17%	-2%	-19	-7%	39%	-16%	1%	2%	x
COc1ccc2nc(/N=C/c3c(C)[nH]n(-c4ccc(C)cc4C)c3=O)sc2c1	17%	16	-3%	-4%	-14	9%	-34%	0%	-4%	27µM*	1
O=C(N/N=C\c1coc2ccccc2c1=O)c1ccco1	-2%	-11	13%	5%	4	-8%	7%	-6%	0%	-27%	3
CN1C(=O)NC(c2ccc(C(F)(F)F)cc2)C2=C1CC(C)(C)CC2=O (stereo unspecified)	-4%	3	4%	1%	-15	4%	8%	0%	17%	-1%	0
CCN(CC(=O)NCc1ccc(F)cc1)C(=O)C1CCN(S(=O)(=O)c2ccc(C(C)C)cc2)CC1	-4%	-2	3%	x	-4	-1%	x	-2%	2%	-1%	x
COc1ccc(C(C)(C)C)cc1NC(=O)C1CCCO1 (stereo unspecified)	5%	-5	12%	4%	2	4%	-16%	0%	-2%	-1%	-3
COc1ccc(OC(=O)c2c(C)nn(-c3ccccc3)c2C)cc1	u	-9	7%	u	-2	u	u	u	11%	15µM*	-1
COc1ccc(C(=O)CCC(=O)Nc2ccc(N3CCCCC3)cc2)cc1OC	6%	20	0%	6%	13	1%	43%	12%	1%	u	-2
Cc1nn(-c2ccccc2)c(N2CCCC2)c1/C=N/Nc1ccc(S(=O)(=O)Nc2ccccc2)cc1[N+](=O)[O-]	-4%	20	-1%	-9%	-19	1%	-9%[10 µM]	-3%	-2%	-13%	3

Remaining list, next part
SMILES	Rab9 promoter act	Giardia kill	uPA generation	VP16 counter	KCNH2 3.1 inh	ELG1 genotox	RORg inh	NPC1 promoter act	Tb PFK block	FLuc counter	Coupling enz
CCN(CC)C(=O)CSc1nnc(-c2ccco2)o1	28%	-14	-3%	13%	1	13%	u	24%	-1%	u	-1
O=C(O)c1c[nH]c2ccc(F)cc2c1=O	1%	-8	5%	-1%	-15	0%	2%	-5%	3%	4%	0
CCOC(=O)c1sc2nc(NC(=O)C3CC3)sc2c1C	u	-8	-6%	3%	-22	u	26%	u	2%	-15%	1
FC(F)(F)C1CCCN(c2nsc3ccccc23)C1 (stereo unspecified)	0%	14	-1%	28µM*	-8	3%	u	-2%	6.7µM*	9.5µM*	3
Cn1c(SCC(=O)Nc2ccccc2)nnc1-c1ccc(NC(=O)CCc2ccccc2)cc1	-11%	31[activator]	-2%	-4%	-34	1%	19%	-10%	0%	-3%	-3
O=C(Nc1cccc(Cl)c1)N1CCN(C/C=C/c2ccccc2)CC1	0%	6	-2%	u	u	-5%	-21%	-2%	7%	-8%	0
CCCC(=O)N1CCc2cc(-c3nc(N)sc3C)ccc21	3.2µM*	0	1%	16%	-19	u	4%	u	6%	12µM*	0
O=C(NCc1nc2ccccc2[nH]1)C1=C[C@H](C2CC2)C[C@H](OCCCCO)O1	0%	-10	-1%	-9%	2	0%	5%	0%	2%	0%	5
COc1ccc(N(CC(=O)NCc2ccco2)C(=O)CCC(=O)Nc2nccs2)c(OC)c1	-1%	-7	3%	-7%	-3	0%	6%	-6%	0%	u	1
CC(C)(C)c1nnc(NC(=O)CN2C(=O)C3C4C=CC(C4)C3C2=O)s1 (stereo unspecified)	-6%	2	4%	-1%	-2	0%	-1%	-3%	-2%	-4%	-2
COc1ccc(CC(O)COS(N)(=O)=O)cc1 (stereo unspecified)	4%	7	0%	1%	10	1%	31%	8%	1%	-2%	0
COc1ccc(N2CC(C(=O)N[C@@H](C)C(=O)NCCc3ccccc3)CC2=O)cc1 (stereo partly specified)	-3%	-5	0%	-4%	6	0%	-2%	0%	3%	0%	1
Cc1c(C(=S)Nc2ccccc2)cnn1-c1ccccc1	u	8	-8%	-5%	3	1%	u	u	-5%	15µM*	1
CCOc1ccc(-n2c(N)c(-c3nc4ccccc4[nH]3)sc2=S)cc1	28%	-8	1%	u	-4	8%	u	0%	6%	-3%	-1
CCOC(=O)C1C(=O)NC(SCC(=O)OC)=C(C#N)C1c1ccccc1OCC (stereo unspecified)	x	12	x	2%	x	x	-22%	x	x	1%	2

Laid out differently: entries from further up.
Each structure is followed by: Rab9 promoter act	Giardia kill	uPA generation	VP16 counter	KCNH2 3.1 inh	ELG1 genotox	RORg inh	NPC1 promoter act	Tb PFK block	FLuc counter	Coupling enz
> Cn1c(SCC(=O)Nc2ccccc2)nnc1-c1ccc(NC(=O)CCc2ccccc2)cc1
 : -11%	31[activator]	-2%	-4%	-34	1%	19%	-10%	0%	-3%	-3
> CCCC(=O)N1CCc2cc(-c3nc(N)sc3C)ccc21
 : 3.2µM*	0	1%	16%	-19	u	4%	u	6%	12µM*	0

Record cards, from the list above. Order of screens: Rab9 promoter act, Giardia kill, uPA generation, VP16 counter, KCNH2 3.1 inh, ELG1 genotox, RORg inh, NPC1 promoter act, Tb PFK block, FLuc counter, Coupling enz
`CCCC(=O)N1CCc2cc(-c3nc(N)sc3C)ccc21` reads 3.2µM*, 0, 1%, 16%, -19, u, 4%, u, 6%, 12µM*, 0
`O=C(NCc1nc2ccccc2[nH]1)C1=C[C@H](C2CC2)C[C@H](OCCCCO)O1` reads 0%, -10, -1%, -9%, 2, 0%, 5%, 0%, 2%, 0%, 5
`CCOc1ccc(-n2c(N)c(-c3nc4ccccc4[nH]3)sc2=S)cc1` reads 28%, -8, 1%, u, -4, 8%, u, 0%, 6%, -3%, -1
`O=C(Nc1cccc(Cl)c1)N1CCN(C/C=C/c2ccccc2)CC1` reads 0%, 6, -2%, u, u, -5%, -21%, -2%, 7%, -8%, 0

Compound activity from PubChem BioAssay.
